Assay outcomes (PubChem BioAssay)
hcGAS lum = blocks human cGAS activity | recombinant h-cGAS, ATP depletion, Kinase-Glo luminescence | Q8N884 | hit rate 0.081% among 290,000 | AID 1259398 | inhibition, % at 12.5 µM;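 further: 0% = vehicle reaction and 100% = reaction without DNA for no activity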
Target sequence (Q8N884 whole entry, looked up): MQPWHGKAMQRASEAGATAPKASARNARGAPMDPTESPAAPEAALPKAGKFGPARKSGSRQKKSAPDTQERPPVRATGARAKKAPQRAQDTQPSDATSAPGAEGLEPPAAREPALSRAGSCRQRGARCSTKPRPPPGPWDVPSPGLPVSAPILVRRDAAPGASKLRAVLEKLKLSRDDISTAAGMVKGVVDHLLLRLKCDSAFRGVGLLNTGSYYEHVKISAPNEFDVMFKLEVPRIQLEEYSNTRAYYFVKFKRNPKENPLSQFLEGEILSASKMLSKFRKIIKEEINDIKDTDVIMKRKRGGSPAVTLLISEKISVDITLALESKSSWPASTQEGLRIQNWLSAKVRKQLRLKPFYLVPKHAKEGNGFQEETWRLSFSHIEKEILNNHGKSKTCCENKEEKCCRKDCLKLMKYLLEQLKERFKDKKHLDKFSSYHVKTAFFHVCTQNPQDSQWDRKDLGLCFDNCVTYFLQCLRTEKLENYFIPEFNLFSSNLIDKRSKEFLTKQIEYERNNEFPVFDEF
mcGAS inh = inhibitors of mouse cGAS; inhibition, % at 12.5 µM; hit rate 0.15% among 160,000; recombinant cGAS, Kinase-Glo ATP depletion luminescence;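 further: 0% = negative control wells and 100% = reference inhibitor with no enzyme activity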
NPYLR7 ag = activates Aedes aegypti NPYLR7 receptor; hit rate 0.15% among 270,000; HEK293T NPYLR7/Galpha15, GCaMP6s calcium fluorescence; activation, % at 10 µM; in the data active means activation above about 40%;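 further: 0% = vehicle and 100% = reference agonist at the receptor; some compounds past the cut are filed as inactive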
The depositor's hits bear a star; / = not tested or not shown; & = joins results of further samples. Unless noted, no stated cut-off is given here; in the data, active means inhibition above about 40%; inactive means the rest.

canonical_smiles,NPYLR7 ag,hcGAS lum,mcGAS inh
O=C(CCN1C(=O)COc2ccccc21)N1CCC2(CCCO2)CC1,5,-3,-9
CN(C)CCN(Cc1ccccc1)C(=O)c1cc(-c2ccccc2F)nn1-c1ccc(Cl)cc1,-2,-3,-3
S=c1nc2c(n[nH]1)c1ccccc1n2CC1CCCO1 (stereo not given),5,-4,/
CCCCCCC1(C)NC(=O)N(Cc2cc(=O)n3ccsc3n2)C1=O (stereo not given),5,3,/
CCNC(=S)NNc1nc(N2CCCCC2)nc(N2CCOCC2)n1,-4,-9,-7
Cc1cc(C)c(CNC(=O)c2ccc(-n3cncn3)cc2)c(=O)[nH]1,-2,-4,/
COC(=O)c1ccc(N2Cc3cc(Cl)ccc3OCC2=O)cc1,-4,-4,-3
Cc1nn(C(=O)COc2ccc(Cl)cc2)c(C)c1Sc1ccccc1[N+](=O)[O-],4,5,/
Cc1cc(C)nc(NC(C)c2cccc(-n3cncn3)c2)n1 (stereo not given),4,-6,/
COc1cccc(CNC(=O)c2cc(-c3cc(OC)c(OC)c(OC)c3)nc3ccccc23)c1OC,14,-1,-2
CO[C@H]1C=CO[C@@]2(C)Oc3c(C)c(O)c4c(O)c(c5c(c4c3C2=O)NC2(CCN(CC(C)C)CC2)N=5)=NC(=O)C(C)=CC=C[C@H](C)[C@H](O)[C@@H](C)[C@@H](O)[C@@H](C)[C@H](OC(C)=O)[C@@H]1C,-11,-17,/
CC(=O)Nc1ccc(OC(F)F)c(Cc2ccccc2)c1,-2,-4,-5
COc1cccc(C(=O)NC(C(=O)N2CCOCC2)C2CCN(C(=O)c3cccs3)CC2)c1 (stereo not given),-6,-1,-4
O=C1CCCN1c1cccc(OS(=O)(=O)c2ccc(F)cc2Cl)c1,12,-1,/
Cc1nn(S(=O)(=O)c2ccc(C(C)C)cc2)c(C)c1S(=O)(=O)N1CCCCCC1,3,-12,/
COc1ccc(CCNC(=O)CN2CN(c3ccccc3)C3(CCN(C(=O)c4ccc(Cl)c(Cl)c4)CC3)C2=O)cc1OC,23,-9,-5
OCCNCCOc1ccc(I)cc1,3,-4,-7
COCC(=O)NNC(=O)C(O)(c1ccc(Br)cc1)c1ccc(Br)cc1,-3,-3,-7
Cc1ccc(C(CNC(=O)N2CC3CCC2C3)N2CCCC2)o1 (stereo not given),5,-6,/
Cc1ccn2c(NC(C)(C)C)c(-c3cccc(F)c3)nc2c1,2,-1,-3
COc1ccc(Oc2cc(C(F)(F)F)nc(SCc3ccccc3C)n2)cc1,1,-3,-4
CCCc1nc(C(=O)N2CCCC3(C2)C(=O)N(C)c2ccccc23)cs1 (stereo not given),-4,1,-7
CC(C)CN(CC(=O)N1CC(=O)N(c2ccc(Cl)cc2)C1)C(=O)CCc1ccccc1,/,-3,9
CCc1c(C)nc(-c2cccc(C)c2)nc1N1CCN(C(=O)c2cc(OC)cc(OC)c2)CC1,8,-5,-5
COC(=O)c1cccc(NC(=O)c2sc3ccccc3c2Cl)c1,-6,-8,-7
COCC(C)(NC(=O)c1cncc(C)c1)c1ccccc1 (stereo not given),5,-7,/
CCCOC1CCCN(C(=O)c2cc(OC)ccc2OC2CCN(C(=O)C3CC3)CC2)C1 (stereo not given),5,0,/
O=C(O)c1cc(-c2ccco2)nn1-c1cccc([N+](=O)[O-])c1,10,-3,/
CCCCCn1c(C)cn2c3c(=O)n(C)c(=O)n(C)c3nc12,-5,-7,/
COc1ccc(S(=O)(=O)Oc2ccccc2CN(CCN(C)C)C(=O)c2ccccc2F)cc1,/,0,-6
Cc1nnsc1C(=O)N[C@H]1CCN(C(=O)c2cccn2C)[C@H](C(=O)NCCC(N)=O)C1,-8,-7,-8
COc1ccc(OC)c(C2CCN(C3CCN(C(C)=O)CC3)C2)c1 (stereo not given),9,-4,-18
COc1cc2c(cc1OC)C(c1c(F)cccc1Cl)N(C(=O)Nc1ccc(F)c(F)c1)CC2 (stereo not given),2,2,-3
CNS(=O)(=O)c1cccc(S(=O)(=O)c2cccc(S(=O)(=O)NC)c2)c1,-7,-5,/
CCSc1nc(CC(=O)N(C)CCc2noc(C)n2)cs1,15,-6,-18
COCCCN(CC(=O)N(CCc1c[nH]c2ccccc12)Cc1ccc(Cl)c(Cl)c1)C(=O)c1ccc(Br)cc1,16,1,-2
C[C@@H]1CN(CC(=O)Nc2ccccc2Cl)C[C@H](C)O1,-1,-6,-3
O=C(O)c1cc2c3c(c1)C1C=CCC1C(c1cccc([N+](=O)[O-])c1)N3CC1CC=CC21 (stereo not given),-6,18,13
Cc1n[nH]c(C)c1CCCn1cnc(-c2ccccc2)c1-c1cccnc1,3,-4,-9
Cc1ccc(NC(=O)C(=O)N2CCC(N3CCCC3=O)CC2)cc1C,3,-9,-17
Cc1nc(CCNC2CCC3(CCNCC3)CC2)nc2c1CCCC2,3,0,/
Cc1ccc2nc(NC(=O)CSc3ccc4nnc(-c5ccc(F)cc5)n4n3)sc2c1,5,-5,-4
COc1ccc(OC)c(CN(Cc2ccc3c(c2)OCO3)Cc2nc(C(=O)NCc3ccc(F)cc3)co2)c1,18,-2,-6
CCCN1CC23C=CC(O2)C(C(=O)O)C3C1=O (stereo not given),6,1,-2
COc1cccc(C(=O)N/N=c2\oc3ccccc3cc2-c2nc3ccccc3[nH]2)c1,-9,-4,-5
CN1C(=O)N(Cc2ccccc2)C(=O)C12CCN(Cc1nc3ccccc3s1)CC2,13,-8,-16
COc1cc2c(cc1OC)CN(C(=O)c1cn(CCCc3ccccc3)nn1)CC2,-4,7,-1
C=CCCC(O)(CCC=C)c1ccc(CN(CCOC)Cc2cccc(F)c2)o1,-10,-2,0
COCCN(Cc1c(-c2ccccc2)noc1N1CCN(C)CC1)C(=O)c1ccc(F)cc1,3,-8,-7
Cc1nn(C)c2nc(NC3CCN(C(=O)C4CCCC4)CC3)sc12,/,2,-2
Cc1cc(C)n(CCCNC(=O)c2oc3c(C)c(C)ccc3c2C)n1,5,-5,-9
Cc1ccc(S(=O)(=O)N2CCC(C(NC(=O)c3cccs3)C(=O)N3CCCC3)CC2)cc1 (stereo not given),8,-3,-4
Cc1ccc(C)c2[nH]c(=O)c(CCNC(=O)c3ccc(C(F)(F)F)cc3)cc12,13,0,/
CC(C#N)(NC(=O)COC(=O)Cc1noc2ccccc12)C1CC1 (stereo not given),2,-13,/
Cc1cc(C2Nc3ccccc3C(=O)N2Cc2cccs2)oc1C (stereo not given),1,2,-2
CCN(CC)C(=O)C(OC(=O)c1ccc(C#N)cc1)c1ccccc1 (stereo not given),1,9,-4
COc1ccc(-n2nnc(C(=O)N(C)C3CCS(=O)(=O)C3)c2C)cc1 (stereo not given),7,-7,-8
O=C(Nc1nnc(-c2ccncc2)s1)c1ccc2c(c1)OCO2,0,-3,-7
CC1(C)CC(CCNC(=O)C2=NNC(=O)CC2)(c2ccccc2)CCO1 (stereo not given),1,2,/
c1nc2nc3c(c(NCc4ccc5c(c4)OCO5)n2n1)CCCC3,5,-8,-7

Structural class: the compounds so far with a CF3 group
canonical_smiles,NPYLR7 ag,hcGAS lum,mcGAS inh
COc1ccc(Oc2cc(C(F)(F)F)nc(SCc3ccccc3C)n2)cc1,1,-3,-4
Cc1ccc(C)c2[nH]c(=O)c(CCNC(=O)c3ccc(C(F)(F)F)cc3)cc12,13,0,/

(continued)
canonical_smiles,NPYLR7 ag,hcGAS lum,mcGAS inh
COc1ccc(-c2c(NC(=O)c3ccc(C)cc3)oc3ccccc3c2=O)cc1OC,-3,7,/
CN(CC(=O)Nc1cccc2ccccc12)C(=O)COc1ccc(Br)cc1,0,-8,-7
O=c1[nH]c(O)c(C=Nc2ccc(Br)cc2)c(=O)[nH]1,7,-5,-10
C=CCN1C(=O)[C@@H]2CN(S(=O)(=O)c3ccc(F)cc3)CCN2C1=O,-11,-3,-4
COc1ccc(N2C(=O)CN(CCC3=CCCCC3)C3CS(=O)(=O)CC32)cc1 (stereo not given),1,-12,/
CC1CCN(C(=O)N2CCN(S(=O)(=O)N3CCCCC3)CC2)CC1,7,-4,/
CCCCN(CC(=O)N1c2ccccc2-n2cccc2C1c1cccc(C)c1)C(=O)Nc1c(Cl)cccc1Cl (stereo not given),0,-2,-5
CCN1C(=O)N(Cc2cccc(OC)c2)C(=O)C12CCN(C1CCSC1)CC2 (stereo not given),8,-8,-16
N#CC1C(=N)Oc2nc[nH]c(=O)c2C1c1ccncc1 (stereo not given),11,-4,/
Cc1ccc(-c2nc3sccn3c2CN2CCN3C(=O)CNC(=O)C3C2)cc1 (stereo not given),13,-2,/
CC1CN(C(=O)OC(C)(C)C)CC(C)N1C(=O)c1ccc[nH]1 (stereo not given),-23,3,/
NC1(C(=O)O)CCN(Cc2cc(Cl)cc(Cl)c2)C1 (stereo not given),/,-8,-8
Cc1cccn2c(=O)cc(OCC(=O)NCc3ccc(S(N)(=O)=O)cc3)nc12,-6,-3,-7
CCCOc1cccc(C2CC(=O)Nc3c2c(C)nn3-c2ccc(Cl)nn2)c1 (stereo not given),-3,-8,/
CCC(C)(C)OCC(O)CNCC(C)C (stereo not given),-7,-3,-3
COc1cccc(/C=C2\C(=O)N(c3ccccc3)N=C2C)c1O,1,-5,-4
COCCN(CC(=O)N(Cc1cccn1Cc1ccc(F)cc1)C1CCCCC1)C(=O)CCl,11,-4,-3
CCOC(=O)Cn1c(=O)c2c(nc3n(-c4ccc(CC)cc4)c(C)c(C)n23)n(C)c1=O,2,-5,-8
CCOc1ccccc1NC(=O)CC(=O)N1[C@H](C)CCC[C@@H]1C,2,-4,-18
COCCNC(=O)C(C)n1c(=O)n(-c2cccc(C(F)(F)F)c2)c(=O)c2ccccc21 (stereo not given),1,-7,-9
O=C1OCCN1CCNCc1ccccc1OCC(O)CN1CCc2ccccc2C1 (stereo not given),8,-8,/
COc1c(Cl)cc(C(=O)NCCn2cccc2)cc1Cl,4,-6,/
CN(C(=O)c1ccccc1-c1ncc[nH]1)C1Cc2ccccc2C1,-3,1,/
O=C(Nc1nnc(SCC(=O)N2CCc3ccccc32)s1)c1ccco1,7,-2,-2
CC(C)(C)C1CCc2c(sc(NC(=O)CSc3nnnn3C3CC3)c2C#N)C1 (stereo not given),8,-2,/
O=C(NCCc1c[nH]c2ccccc12)c1ccccc1C1CCNC1 (stereo not given),5,-1,-17
CC(NC(=O)N1CCN(S(=O)(=O)c2ccccc2F)CC1)c1ccc2c(c1)OCCO2 (stereo not given),3,-9,/
COCCC(=O)N1CCCC(CCc2ccccc2C(F)(F)F)C1 (stereo not given),2,-3,/
c1ccc(-c2cnnc(N3CCN(c4cnccn4)CC3)n2)cc1,4&2,-9&1,/
C(=NNc1ccc2ccccc2n1)C1=C(N2CCOCC2)C(=Cc2ccccc2)CC1,8,-9,/
CCOCCn1c(=NC(=O)c2ccc(S(C)(=O)=O)cc2)sc2cc(OC)ccc21,14,-4,/
COC(C(=O)N1CCC(n2nccc2NC(=O)Nc2cccc(F)c2)CC1)c1ccccc1 (stereo not given),-11,0,-1
CCn1nnc2c(=O)n(CC(=O)Nc3ccccc3)cnc21,0,-7,/
C#CC(CC)(CC)NC(=O)Cc1cccc(C)c1,12,-11,/
CCOC(=O)C1(C)CCCN1C(=O)c1cc(F)ccc1C (stereo not given),-3,-6,/
CC(C)(Oc1ccc(Cl)cc1)C(=O)Nc1c2c(nn1CC(=O)NCc1ccccc1)CSC2,-3,-4,-3
COC(=O)c1ccccc1NC(=O)c1nnn(-c2ccccc2)c1C,-7,0,-2
CN(Cc1nc2ccc(F)cc2[nH]1)C(=O)c1onc2ccccc12,14,-5,/
Cc1ccc(-c2ccnc(NC3CCCN(C(=O)c4ccco4)C3)n2)c(C)n1 (stereo not given),-3,1,/
CCN(CC)CCNC(=O)c1ccc(-c2cc(-c3ccccc3)n[nH]2)cc1,/,2,-3
CCOC(C#CCN(CC)CC)(c1ccccc1)c1ccccc1,-8,-3,/
Cc1ccccc1NC(=O)c1c(NC(=O)C(C)Oc2cccc(Cl)c2)sc2c1CCCC2 (stereo not given),28,-5,-8
CCOC(=O)c1nn(CCC(F)(F)F)c2c1CN(C(=O)c1cncs1)CC2,19,-4,-5
CN(C)c1ccc(/C=N\Nc2nc(-c3cc4ccccc4oc3=O)cs2)cc1,21,-3,-4
Cc1ccn2c(NC(=O)CCC3CCCC3)c(-c3cccc(Cl)c3)nc2c1,-3,-1,-4
Cc1nc2ncnn2c(NCc2cccs2)c1Cc1ccccc1,12,-6,-8

Laid out differently: entries from further up
The line under a structure holds: NPYLR7 ag, hcGAS lum, mcGAS inh
COC(C(=O)N1CCC(n2nccc2NC(=O)Nc2cccc(F)c2)CC1)c1ccccc1 (stereo not given)
 : -11, 0, -1
CCn1nnc2c(=O)n(CC(=O)Nc3ccccc3)cnc21
 : 0, -7, /
C#CC(CC)(CC)NC(=O)Cc1cccc(C)c1
 : 12, -11, /
CCOC(=O)C1(C)CCCN1C(=O)c1cc(F)ccc1C (stereo not given)
 : -3, -6, /
